Mdm2 MdmX PPI: inhibitors of human Mdm2-MdmX association, primary screen, cell-based, luminescence, split luciferase, SaOS-2, uHTS | SaOS-2 split-luciferase Mdm2/MdmX complementation | inhibition, % at 8 µM | 330,000 compounds, 3% hits | AID 485346, 2010;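 active = inhibition of at least 50% at 8 µM in the primary screen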
EBI2 antag: EBI2 receptor antagonists, beta-arrestin recruitment, primary screen, cell-based, luminescence, 7a,25-OHC stimulation, uHTS. AID 651636, 2012. 360,000 compounds, 0.81% hits. 7a,25-OHC stimulated. inhibition, % at 5 µM; in the data active = inhibition above about 38%;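 also: enzyme fragment complementation signal reports receptor beta-arrestin coupling in cells; 0% = agonist plus DMSO wells and 100% = wells without agonist; some results beyond the cut were filed as inactive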
Target sequence (P32249 whole entry, looked up, the tested form may be a part): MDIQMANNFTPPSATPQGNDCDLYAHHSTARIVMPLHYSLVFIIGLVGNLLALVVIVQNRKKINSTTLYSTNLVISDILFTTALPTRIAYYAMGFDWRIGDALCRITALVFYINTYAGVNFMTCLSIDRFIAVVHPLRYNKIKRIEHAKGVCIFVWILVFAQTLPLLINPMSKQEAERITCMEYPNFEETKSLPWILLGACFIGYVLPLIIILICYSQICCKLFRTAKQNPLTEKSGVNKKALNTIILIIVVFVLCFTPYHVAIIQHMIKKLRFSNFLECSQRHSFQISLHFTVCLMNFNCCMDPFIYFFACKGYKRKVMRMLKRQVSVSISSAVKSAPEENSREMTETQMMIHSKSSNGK
XBP1 UPR activ: activators of adaptive XBP1 UPR arm, primary screen, cell-based, CHO-XBP1 luciferase reporter, luminescence, uHTS | 330,000 compounds, 0.33% hits | AID 463104, 2010 | activation, % at 20 µM | IRE1-XBP1 UPR activation; percent of tunicamycin response, DMSO as zero;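 active = versus positive control, 20 µM dose yields 30% or more activation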;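 also: 100% = tunicamycin at 10 µg/mL and 0% = DMSO only wells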
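Material: CHO cell line with stable XBP1 luciferase reporter; schedule: 16-18 h cell attachment at 37 °C, then 6 h compound exposure; signal: glow luminescence from Steady-Glo reagent; medium: serum-containing F12 medium, 10% FBS; benchmarks: tunicamycin 10 µg/mL and vehicle-only wells; read-out: percent activation relative to tunicamycin reference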
Jurkat NFkB inh: inhibitors of induced NF-kB luciferase reporter, primary screen, TCR NF-kB activation inhibitor project, cell-based, luminescence, uHTS; Jurkat, PMA/ionomycin-induced NF-kB luciferase reporter; inhibition, % at 4 µM; 330,000 compounds, 0.53% hits; in the data active = inhibition above about 50%
697 NFkB inh: inhibitors of PMA/ionomycin-induced NF-kB reporter, 697 cells, primary screen, B-cell NF-kB inhibitor project, cell-based, luminescence, uHTS; 697 B-cell NF-kB luciferase reporter, 16 h; inhibition, % at 4 µM; 330,000 compounds, 0.33% hits; AID 435022, 2010; in the data active = inhibition above about 35%
CXCR6 block: CXCR6 receptor inhibitors, primary screen, cell-based, beta-arrestin, luminescence, CHO-K1 PathHunter, 1536-well; C-X-C chemokine receptor type 6 (Homo sapiens), O00574; inhibition, % at 20 µM; 360,000 compounds, 0.36% hits; AID 602244, 2012; in the data active = inhibition above about 34%, passing the limit was not always enough;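 also: antagonist mode with CXCL16 agonist at 10 nM final; 0% = 10 nM CXCL16 with DMSO and 100% = unstimulated wells without agonist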
Target sequence (O00574 whole entry, looked up): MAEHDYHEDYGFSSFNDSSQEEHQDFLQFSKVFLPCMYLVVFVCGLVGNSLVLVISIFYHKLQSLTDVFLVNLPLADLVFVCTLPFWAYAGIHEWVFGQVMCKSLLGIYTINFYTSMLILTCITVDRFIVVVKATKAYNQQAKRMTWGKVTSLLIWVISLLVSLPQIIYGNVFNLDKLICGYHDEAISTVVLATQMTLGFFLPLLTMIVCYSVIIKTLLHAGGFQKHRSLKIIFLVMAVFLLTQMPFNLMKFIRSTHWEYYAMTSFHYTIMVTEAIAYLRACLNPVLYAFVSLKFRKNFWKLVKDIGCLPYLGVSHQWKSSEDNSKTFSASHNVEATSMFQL
Gli-Sufu block: Gli-Sufu pathway antagonists, primary screen, luciferase luminescence, Sufu-KO-LIGHT cells, uHTS. Sufu-KO-LIGHT fibroblasts, Gli luciferase reporter luminescence. inhibition, % at 5 µM. 340,000 compounds, 0.74% hits;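 active = inhibition above about 55%, limit read from the data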;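 also: 0% = DMSO-treated cells and 100% = wells with medium but no cells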
CCR6 antag: CCR6 receptor antagonists, primary screen, cell-based, CHO-K1, luminescence, beta-arrestin, uHTS. 340,000 compounds, 0.49% hits. AID 493098, 2011. C-C chemokine receptor type 6 (Homo sapiens), P51684. inhibition, % at 20 µM. CHO-K1 CCR6 PathHunter beta-arrestin, CCL20-stimulated;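 active = compounds whose inhibition of the agonist-driven luminescence signal at 20 µM reaches about 50%, limit read from the data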;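 also: cells stimulated with CCL20 at 14 nM final; plate controls were DMSO with CCL20 for no effect and DMSO without agonist for full effect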
Target sequence (P51684 whole entry, looked up): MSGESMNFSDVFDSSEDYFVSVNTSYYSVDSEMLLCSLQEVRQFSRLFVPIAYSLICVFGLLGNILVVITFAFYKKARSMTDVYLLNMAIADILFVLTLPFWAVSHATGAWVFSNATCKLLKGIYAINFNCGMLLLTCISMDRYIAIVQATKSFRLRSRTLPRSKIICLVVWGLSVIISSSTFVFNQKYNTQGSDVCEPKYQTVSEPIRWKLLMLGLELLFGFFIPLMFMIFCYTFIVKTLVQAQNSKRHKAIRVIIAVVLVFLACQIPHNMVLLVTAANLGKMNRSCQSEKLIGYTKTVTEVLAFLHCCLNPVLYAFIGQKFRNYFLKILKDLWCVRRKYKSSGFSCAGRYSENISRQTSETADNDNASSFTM
UPR CHOP act: activators of apoptotic CHOP UPR arm, primary screen, cell-based, CHO-CHOP luciferase reporter, luminescence, uHTS | UPR activation; percent of tunicamycin response over DMSO baseline | activation, % at 10 µM | 330,000 compounds, 0.34% hits | AID 449763, 2010;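 active = at 10 µM dose, activation of 40% or more, normalized to positive control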;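 also: 100% = tunicamycin at 10 µg/mL and 0% = DMSO alone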
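System: CHO-CHOP luciferase reporter cell line | Buffer or medium: F12 medium containing 10% fetal bovine serum | Doses: One dose, 10 µM in 0.5% DMSO | Times: 6 h compound exposure at 37 °C after overnight seeding | Signal: Luciferase luminescence | Read-out: % activation vs tunicamycin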
Numbers without * were called inactive.

For CN(CC(=O)Nc1ccccc1Cl)C(=O)c1ccc(-c2cccc(C(F)(F)F)c2)o1 the results were Mdm2 MdmX PPI -11, EBI2 antag -2, XBP1 UPR activ 1, Jurkat NFkB inh 0, 697 NFkB inh 4, CXCR6 block -1, Gli-Sufu block -17, CCR6 antag 7 and UPR CHOP act 1.4.
`Cn1c(-c2cccc([N+](=O)[O-])c2)cnc1NCc1cccc(F)c1` gave Mdm2 MdmX PPI 8, EBI2 antag -9, XBP1 UPR activ -1, Jurkat NFkB inh 1, 697 NFkB inh -2, CXCR6 block -8, Gli-Sufu block 22, CCR6 antag 17 and UPR CHOP act 1.4.
`C/C(=N\Nc1ncnc2sc(C)c(C)c12)c1ccccn1` gave Mdm2 MdmX PPI 99*, EBI2 antag 55*, XBP1 UPR activ 97*, Jurkat NFkB inh 50, 697 NFkB inh 9, CXCR6 block -23, Gli-Sufu block 94*, CCR6 antag -27 and UPR CHOP act 97*.
Screening Cc1ccc(CN(C#N)c2nc(C)cc(C)n2)cc1 returned Mdm2 MdmX PPI 6, EBI2 antag 0, XBP1 UPR activ -3, Jurkat NFkB inh -3, 697 NFkB inh -15, CXCR6 block 2, Gli-Sufu block -1, CCR6 antag 15 and UPR CHOP act 0.3.
For O=C(O)c1ccc(-n2cncn2)c([N+](=O)[O-])c1 the results were Mdm2 MdmX PPI 48, EBI2 antag 2, XBP1 UPR activ -3, Jurkat NFkB inh 9, 697 NFkB inh 15, CXCR6 block 1, CCR6 antag -2 and UPR CHOP act -0.2.
`Cn1c(CC(=O)Nc2ccc(Cl)c(Cl)c2)n[nH]c1=S` gave Mdm2 MdmX PPI 6, EBI2 antag -9, XBP1 UPR activ -2, Jurkat NFkB inh 4, 697 NFkB inh 1, CXCR6 block -8, Gli-Sufu block -1, CCR6 antag -6 and UPR CHOP act -1.6.
Nn1c(SCC(=O)Nc2nccs2)nnc1C1CC1 was read as Mdm2 MdmX PPI -5, EBI2 antag 2, XBP1 UPR activ -9, Jurkat NFkB inh 1, 697 NFkB inh 10, CXCR6 block -11, Gli-Sufu block -1, CCR6 antag 10 and UPR CHOP act 0.6.
`N#CC1=C(SCC(=O)c2ccc(Br)cc2)NC2=C(C(=O)CCC2)C1c1ccco1` (configuration not stated) gave Mdm2 MdmX PPI 41, EBI2 antag 12, XBP1 UPR activ 2, Jurkat NFkB inh 45, 697 NFkB inh 9, CXCR6 block 14, Gli-Sufu block -5, CCR6 antag 18 and UPR CHOP act 0.6.
CCCCNC(=O)c1onc(CSc2ccccc2)c1C(=O)O was read as Mdm2 MdmX PPI 12, EBI2 antag -10, XBP1 UPR activ -2, Jurkat NFkB inh 14, 697 NFkB inh 17, CXCR6 block -8, Gli-Sufu block -8, CCR6 antag 2 and UPR CHOP act -0.2.
For Cc1ccc(S(=O)(=O)Nc2ccc(N3CCN(C)CC3)nc2)cc1 the results were Mdm2 MdmX PPI 12, EBI2 antag 11, XBP1 UPR activ 2, Jurkat NFkB inh 18, 697 NFkB inh 16, CXCR6 block -6, Gli-Sufu block 4, CCR6 antag 6 and UPR CHOP act -0.5.
For O=C(CN(C(=O)CNC(=O)c1cccs1)c1ccc(F)cc1)NC1CCCCC1 the results were Mdm2 MdmX PPI -10, EBI2 antag 7, XBP1 UPR activ -7, Jurkat NFkB inh 7, 697 NFkB inh 14, CXCR6 block 5, Gli-Sufu block 25, CCR6 antag 5 and UPR CHOP act 1.5.
Cc1ccn2c(NC3CCCCC3)c(C(C)C)nc2c1 was read as Mdm2 MdmX PPI -5, EBI2 antag -5, XBP1 UPR activ 0, Jurkat NFkB inh 20, 697 NFkB inh -18, CXCR6 block 1, Gli-Sufu block 13, CCR6 antag -3 and UPR CHOP act -0.4.
Screening O=C(COC(=O)c1cc(=O)[nH]c(=O)[nH]1)NCc1ccccc1 returned Mdm2 MdmX PPI -10, EBI2 antag -17, XBP1 UPR activ -1, Jurkat NFkB inh -4, 697 NFkB inh 7, CXCR6 block 5, Gli-Sufu block 31, CCR6 antag 2 and UPR CHOP act -0.4.
`CN(C)CCCNC1=CC(=O)OC12CCCCC2` gave Mdm2 MdmX PPI 0, EBI2 antag 3, XBP1 UPR activ -2, Jurkat NFkB inh 1, 697 NFkB inh 15, CXCR6 block -31, Gli-Sufu block -44, CCR6 antag 6 and UPR CHOP act 2.1.
Screening NNC(=O)c1cc2cc(OC(F)(F)F)ccc2[nH]1 returned Mdm2 MdmX PPI -9, EBI2 antag -12, XBP1 UPR activ 1, Jurkat NFkB inh -22, 697 NFkB inh -17, CXCR6 block -21, Gli-Sufu block 1, CCR6 antag -18 and UPR CHOP act 1.0.
`O=c1nccc(Nc2ccccc2)[nH]1` gave Mdm2 MdmX PPI 16, EBI2 antag -23, XBP1 UPR activ -2, Jurkat NFkB inh 6, 697 NFkB inh 12, CXCR6 block 0, Gli-Sufu block 1, CCR6 antag -4 and UPR CHOP act 2.0.
`CC12CCC(c3c(C(=O)N4CCOCC4)nn(-c4ccccc4)c31)C2(C)C` (configuration not stated) gave Mdm2 MdmX PPI -18, EBI2 antag -11, XBP1 UPR activ 1, Jurkat NFkB inh 12, 697 NFkB inh 20, CXCR6 block 3, Gli-Sufu block -10, CCR6 antag 16 and UPR CHOP act -1.1.
`CNC(=S)N(CCc1c(C)[nH]c2ccc(Cl)cc12)Cc1cc(OC)c(OC)c(OC)c1` gave Mdm2 MdmX PPI 7, EBI2 antag 21, XBP1 UPR activ -5, Jurkat NFkB inh 7, 697 NFkB inh -4, CXCR6 block 9, Gli-Sufu block 9, CCR6 antag 5 and UPR CHOP act -1.2.
For CCc1ccc(-n2c(SCc3cc(=O)n4cc(Br)ccc4n3)nc3[nH]ncc3c2=O)cc1 the results were Mdm2 MdmX PPI 41, EBI2 antag 7, XBP1 UPR activ 5, Jurkat NFkB inh 13, 697 NFkB inh 1, CXCR6 block 19, Gli-Sufu block 6, CCR6 antag 30 and UPR CHOP act -0.6.
Screening O=C(Nc1nc2c(Cl)cccc2s1)c1ccc(Br)o1 returned Mdm2 MdmX PPI -5, EBI2 antag -4, XBP1 UPR activ 0, Jurkat NFkB inh -1, 697 NFkB inh -15, CXCR6 block 2, Gli-Sufu block -3, CCR6 antag 21 and UPR CHOP act 2.6.
For COCCCNC(=O)C1CCN(c2nc(C)cc(C)n2)CC1 the results were Mdm2 MdmX PPI -9, EBI2 antag -10, XBP1 UPR activ -2, Jurkat NFkB inh 11, 697 NFkB inh -1, CXCR6 block -2, Gli-Sufu block 6, CCR6 antag -9 and UPR CHOP act -0.6.
Screening CCC(CC)C(=O)OCC(=O)Nc1ccc(S(=O)(=O)N2CCOCC2)cc1OC returned Mdm2 MdmX PPI 32, EBI2 antag 3, XBP1 UPR activ -1, Jurkat NFkB inh 4, 697 NFkB inh 18, CXCR6 block 3, Gli-Sufu block 4, CCR6 antag 3 and UPR CHOP act 2.7.
Fc1ccc(CSc2nncn2NCc2ccc3c(c2)OCO3)cc1 was read as Mdm2 MdmX PPI 12, EBI2 antag -7, XBP1 UPR activ 0, Jurkat NFkB inh 4, 697 NFkB inh -16, CXCR6 block 3, Gli-Sufu block -1, CCR6 antag 8 and UPR CHOP act -1.4.
For COCCCNC(=O)CN(c1cccc(Cl)c1)S(C)(=O)=O the results were Mdm2 MdmX PPI -14, EBI2 antag 3, XBP1 UPR activ 2, Jurkat NFkB inh -15, 697 NFkB inh 13, CXCR6 block -5, Gli-Sufu block 1, CCR6 antag 11 and UPR CHOP act 0.8.
`COCCCNC(=S)N(Cc1ccccc1)Cc1ccc(F)cc1` gave Mdm2 MdmX PPI -2, EBI2 antag -6, XBP1 UPR activ -3, Jurkat NFkB inh 7, 697 NFkB inh 12, CXCR6 block 4, Gli-Sufu block -7, CCR6 antag 23 and UPR CHOP act -0.4.
`Cn1cc(C(=O)N2CCc3ccccc32)cn1` gave Mdm2 MdmX PPI -12, EBI2 antag -13, XBP1 UPR activ 5, Jurkat NFkB inh -10, 697 NFkB inh -43, CXCR6 block -11, Gli-Sufu block -18, CCR6 antag -4 and UPR CHOP act 3.6.
`Cc1cc(OCCN2CCOCC2)nc2ccccc12` gave Mdm2 MdmX PPI -42, EBI2 antag -16, XBP1 UPR activ -1, Jurkat NFkB inh -16, 697 NFkB inh -24, CXCR6 block -4, Gli-Sufu block -4, CCR6 antag 0 and UPR CHOP act -2.4.
`COc1cc(NC(=O)COC(=O)c2n[nH]c3ccccc23)c(C)cc1[N+](=O)[O-]` gave Mdm2 MdmX PPI 4, EBI2 antag 11, XBP1 UPR activ -4, Jurkat NFkB inh 9, 697 NFkB inh -23, CXCR6 block -8, Gli-Sufu block -8, CCR6 antag 11 and UPR CHOP act -0.2.
For Cc1cc(C)c(S(=O)(=O)N2C=CC(C(F)(F)F)=NCC2)c(C)c1 the results were Mdm2 MdmX PPI 18, EBI2 antag 3, XBP1 UPR activ -3, Jurkat NFkB inh 6, 697 NFkB inh -13, CXCR6 block 2, Gli-Sufu block 1, CCR6 antag 12 and UPR CHOP act 1.2.
`CSc1nnc(C)c(=O)n1COC(=O)c1ccccc1` gave Mdm2 MdmX PPI 14, EBI2 antag 17, XBP1 UPR activ -2, Jurkat NFkB inh 0, 697 NFkB inh 26, CXCR6 block -8, Gli-Sufu block 15, CCR6 antag 5 and UPR CHOP act -0.4.
For COc1ccc(/C=N/N2CCN(c3ccccc3OC)CC2)cc1OC the results were Mdm2 MdmX PPI 10, EBI2 antag 0, XBP1 UPR activ 2, Jurkat NFkB inh -5, 697 NFkB inh 4, CXCR6 block 6, Gli-Sufu block -10, CCR6 antag 4 and UPR CHOP act 0.0.
COc1cc(C(=S)N2CCCC2)ccc1OCc1ccccc1 was read as Mdm2 MdmX PPI -6, EBI2 antag 3, XBP1 UPR activ 11, Jurkat NFkB inh -24, 697 NFkB inh -68, CXCR6 block 6, Gli-Sufu block -20, CCR6 antag 2 and UPR CHOP act 5.5.
O=C(NN1C(=O)/C(=C/C=C/c2ccco2)SC1=S)c1ccccc1O was read as Mdm2 MdmX PPI 10, EBI2 antag 3, XBP1 UPR activ 0, Jurkat NFkB inh -5, 697 NFkB inh 7, CXCR6 block 12, Gli-Sufu block 3, CCR6 antag 35 and UPR CHOP act 1.7.

Arranged by SMILES length (high to low): 3 of the compounds above.
For O=C(CN(C(=O)CNC(=O)c1cccs1)c1ccc(F)cc1)NC1CCCCC1 the results were Mdm2 MdmX PPI -10, EBI2 antag 7, XBP1 UPR activ -7, Jurkat NFkB inh 7, 697 NFkB inh 14, CXCR6 block 5, Gli-Sufu block 25, CCR6 antag 5 and UPR CHOP act 1.5.
For O=C(O)c1ccc(-n2cncn2)c([N+](=O)[O-])c1 the results were Mdm2 MdmX PPI 48, EBI2 antag 2, XBP1 UPR activ -3, Jurkat NFkB inh 9, 697 NFkB inh 15, CXCR6 block 1, CCR6 antag -2 and UPR CHOP act -0.2.
For COCCCNC(=O)C1CCN(c2nc(C)cc(C)n2)CC1 the results were Mdm2 MdmX PPI -9, EBI2 antag -10, XBP1 UPR activ -2, Jurkat NFkB inh 11, 697 NFkB inh -1, CXCR6 block -2, Gli-Sufu block 6, CCR6 antag -9 and UPR CHOP act -0.6.
